Screens as filed in PubChem.
HCV inh: HCV inhibition. Huh7.5.1 HCVcc-Cre infection, luciferase reporter, 44 h. Potency, µM (top dose mostly 41.8 µM), inactives show at the highest dose activity change, negative = inhibition, usual class: inhibitors. 3.4% of 340,000 active. AID 651820; note: potency is the fitted concentration of half-maximal effect
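Seed cells (1,000/well) for 4 h; treat with compound and infect with HCVcc-Cre, moi about 0.5. Incubate 44 h, then detect luciferase activity.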
HCMV antiviral: blocks human cytomegalovirus replication; HFF cells, HCMV-luciferase reporter, 72 h; stronger effect = lower value; activity change, negative = inhibition, % at 57.5 µM; 4.5% of 410,000 active; AID 1259415; in the data active = activity change below about -60%; inconclusive = no clear call, values can overlap the other calls; inactive = above about -39%
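Steps: HFFs plated, 16 h 37C; compounds added; HCMV-luciferase added to MOI 1 PFU/cell; 72 h 37C; OneGlo reagent, 5 min room temperature; luminescence read, normalized to controls.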
Sm TGR block: S. mansoni TGR enzyme inhibition | Q962Y6 | purified TGR, DTNB reduction, TNB absorbance 405 nm | Potency, µM (doses to about 114 µM), inactives show at the highest dose activity change, negative = inhibition, actives largely listed as inhibitors | 3% of 360,000 active | AID 485364; note: potency is the fitted concentration of half-maximal effect; nearly all actives have a fitted effect of over 60% in size
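First, TGR (20 nM dispensed) and NADPH were mixed with compound. Second, a 15 min room-temperature incubation followed. Third, further NADPH and then DTNB were added to start the reaction. Finally, TNB absorbance was monitored kinetically.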
AMA1-RON2 inh: disrupts binding of P. falciparum AMA1 to RON2; AlphaScreen AMA1-biotinylated RON2 peptide binding; Potency, µM (series often up to 58.2 µM), inactives show at the top dose activity change, negative = inhibition, actives largely listed as inhibitors; 0.2% of 360,000 active; AID 720542;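 note: potency is the fitted concentration of half-maximal effect; 0% = vehicle wells and -100% = peptide control; nearly all actives have a fitted effect of over 45% in size; some results filed as inactive show a strong effect at the top dose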
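AMA1 (3D7) with his tag at 25 nM final met compounds first, then biotinylated RON2 peptide at 25 nM; detection used donor plus acceptor beads, 10 µg/mL apiece, read by AlphaScreen after 30 min at room temperature.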
AmpC detergent: inhibitors of E. coli AmpC beta-lactamase with detergent. P00811. AmpC hydrolysis of nitrocefin, absorbance 480 nm, 0.01% Triton. Potency, µM (titrated, usually from 114 µM), without a hit: at the highest dose activity change, negative = inhibition, usual class: inhibitors. 0.041% of 370,000 active. AID 485294;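 note: potency is the fitted concentration of half-maximal effect; 0% = no-compound wells and -100% = no-enzyme wells; nearly all actives have a fitted effect of over 25% in size; some results filed as inactive show a strong effect at the top dose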
Target sequence (P00811 whole entry, looked up): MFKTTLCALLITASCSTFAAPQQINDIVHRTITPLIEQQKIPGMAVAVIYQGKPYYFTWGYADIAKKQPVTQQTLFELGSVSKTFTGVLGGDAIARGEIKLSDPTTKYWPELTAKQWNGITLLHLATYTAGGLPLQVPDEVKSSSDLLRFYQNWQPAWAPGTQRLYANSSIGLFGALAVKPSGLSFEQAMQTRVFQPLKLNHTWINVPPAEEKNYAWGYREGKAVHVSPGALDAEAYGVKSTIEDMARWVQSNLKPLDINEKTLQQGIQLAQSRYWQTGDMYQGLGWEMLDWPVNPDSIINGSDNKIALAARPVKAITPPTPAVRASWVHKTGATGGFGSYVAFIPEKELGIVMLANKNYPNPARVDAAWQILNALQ
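20 mM phosphate pH 7.0 + 0.01% (detergent screen) or 0.0001% Triton X-100; 5.3 nM AmpC reagent; cpd preinc 15 min RT; nitrocefin (800 uM stock) to start; A480 q20 s × 4 min; Activity was normalised to no-enzyme and no-compound control wells.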
Giardia FBPA inh: Giardia lamblia aldolase inhibition | AID 2451 | A8B2U2 | Potency, µM (series often up to 59.6 µM), inactives show top-dose activity, negative = inhibition, usual class: inhibitors | purified Giardia FBPA | 0.71% of 290,000 active; note: potency is the fitted concentration of half-maximal effect; nearly all actives have a fitted effect of over 55% in size
Target sequence (A8B2U2 whole entry, looked up): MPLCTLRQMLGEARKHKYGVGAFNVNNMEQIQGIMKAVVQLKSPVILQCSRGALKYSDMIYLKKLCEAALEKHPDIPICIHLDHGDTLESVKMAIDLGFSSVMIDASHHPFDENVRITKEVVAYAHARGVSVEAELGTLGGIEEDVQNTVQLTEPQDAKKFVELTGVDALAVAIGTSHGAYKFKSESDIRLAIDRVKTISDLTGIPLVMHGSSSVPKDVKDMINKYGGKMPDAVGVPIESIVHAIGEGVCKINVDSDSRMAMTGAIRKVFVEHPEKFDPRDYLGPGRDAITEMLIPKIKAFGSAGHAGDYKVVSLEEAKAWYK
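Giardia FBPA (40 nM reagent) was preincubated 10 min at RT with compound (up to 57.5 uM final), then substrate plus GAPDH/TPI/NAD/arsenate coupling system with diaphorase/resazurin was added; resorufin fluorescence (525/598 nm) was read after 20 min.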
* = called active by the depositor; u = inconclusive; x = not tested or not shown; & = joins results of further samples; [ ] = another dose, or the depositor's remark. Unless noted, calls come from the whole dose curve; as a rule, active = well fitted curve in the direction sought with a large enough effect; inconclusive = small, poorly fitted or top-dose-only effect, or another doubt; inactive = no such curve, though single readings can be large; an effect the other way counts as inactive or inconclusive. Unless noted, % is set by controls: 0 for no effect and ±100 for the full control effect. No enrichment for hits; 9.3% or so of the library scored in one or more.

Compound	HCMV antiviral	AmpC detergent	AMA1-RON2 inh	Sm TGR block	Giardia FBPA inh	HCV inh
Cc1ccc(F)c([C@H]2C3C=CCC(c4ccccc4)C3C(=O)N2Cc2ccccc2)c1 (some centres not stated)	-34	-2%	-7%	11%	0%	-21%[8.37 µM]
CSc1ccc(NC(=O)Nc2ccc(C(=O)NCC(=O)O)cc2)cc1	0	-3%	-1%	160%[activator]	6%	-1%
Cc1cc(Nc2cnc3ccccc3n2)n(-c2ccccc2)n1	38	-14%	-8%	-21%	0%	4%
COCCNC(=O)c1ccc2c(c1)nc(C)n2-c1cccc(Cl)c1	-36	-11%	-4%	0%	-12%	10%
C/C(=N\N1CCN(C)CC1)c1c(O)[nH]c(=O)[nH]c1=O	20	u	15%[2.32 µM]	-7%	12%	8%
O=C(Nc1ccc2c(c1)CCC2)c1cccc(F)c1	62	1%	-13%[11.6 µM]	-2%	-9%	-17%
CCOc1ccc(-c2c(C(=O)N/N=C/c3ccc(O)cc3)nnn2-c2nonc2N)cc1	-29	-7%	13%	-19%	0%	15%
CCOC(=O)c1c(N)sn(-c2ccccc2C)c1=S	-3	u	-11%	-6%	-4%	-6%

Later entries
Compound	HCMV antiviral	AmpC detergent	AMA1-RON2 inh	Sm TGR block	Giardia FBPA inh	HCV inh
Cc1ccc(Nc2c(-c3ccco3)nc3ccccn23)cc1	29	10%	-14%	u	-20%	-8%
Cc1cccc(NC(=O)CCC(=O)OCc2ccc(Br)cc2)c1	25	-2%	0%	4%	-1%	36%[activator]
CCOc1ccc(-n2c(=O)c3c(C)c(C)sc3n(CC(=O)c3ccccc3)c2=O)cc1	-25	12%	x	0%	x	x
Nc1nonc1-c1noc(N2CCCCC2)n1	73	-12%	-2%	-4%	6%	8%
O=C(NCc1ccncc1)C(=O)N/N=C/c1ccccc1OCc1ccccc1	-19	-1%	-23%	0%	1%	19%
Cc1cc(NC(=O)C(C)SCC(=O)Nc2nnc(CC(C)C)s2)no1 (configuration not stated)	9	4%	11%	6%	x	5%
CN(C)CCCNC(=O)/C(=C\c1ccc(-c2cccc([N+](=O)[O-])c2)o1)NC(=O)c1ccccc1	-66*	6%	-10%	x	-13%	u
CCn1c(C)cc(/C=C2/SC(=O)N(C(C)C(=O)OC)C2=O)c1C (configuration not stated)	-13	5%	-21%	-30%	-12%	u

One compound at a time (already shown).
Cc1cc(NC(=O)C(C)SCC(=O)Nc2nnc(CC(C)C)s2)no1 (configuration not stated) is listed as HCMV antiviral = 9; AmpC detergent = 4%; AMA1-RON2 inh = 11%; Sm TGR block = 6%; Giardia FBPA inh = x; HCV inh = 5%
CCOc1ccc(-n2c(=O)c3c(C)c(C)sc3n(CC(=O)c3ccccc3)c2=O)cc1 is listed as HCMV antiviral = -25; AmpC detergent = 12%; AMA1-RON2 inh = x; Sm TGR block = 0%; Giardia FBPA inh = x; HCV inh = x

Continued.
Compound	HCMV antiviral	AmpC detergent	AMA1-RON2 inh	Sm TGR block	Giardia FBPA inh	HCV inh
Cc1ccc(-c2nnc(SCC(=O)Nc3ccc4c(c3)oc3ccccc34)n2C)c(Cl)c1	-86*	-11%	-4%	-19%	4%	u
CC1C=CCC2C(=O)N(c3cccc(C(=O)NCCc4ccccc4)c3)C(=O)C12 (configuration not stated)	-61*	-11%	29%	-16%	-13%	-4%
CC1CC(=O)Nc2ccccc2N1C(=O)CSc1nnnn1C(C)C (configuration not stated)	-14	u	2%	-4%	x	5%
CC(Oc1ccc2ccc(=O)oc2c1)C(=O)NC1CCN(Cc2ccccc2)CC1 (configuration not stated)	4	2%	5%	1%	0%	-2%
CCN(Cc1nc(-c2ccc(C)cc2)no1)C(=O)c1ccco1	0	0%	-17%	2%	1%	6%
CC(=NCc1ccco1)c1c(O)n(Cc2ccccc2)c(=O)[nH]c1=O	-19	u	-13%	35µM*	3%	-23%
Cc1csc(N/N=C/c2ccccn2)n1	-103*	3%	58%[activator]	-30%	16µM*	u
CSC1=C(C#N)C(c2ccncc2)C(C(=O)Nc2ccccc2)=C(C)N1 (configuration not stated)	-10	-11%	-5%	-3%	-11%	2%

Continued:
Compound	HCMV antiviral	AmpC detergent	AMA1-RON2 inh	Sm TGR block	Giardia FBPA inh	HCV inh
Cc1cc(C)c(NC(=O)CNC(=O)COC(=O)/C=C/c2cccs2)c(C)c1	-17	-1%	-3%	20%	x	18%
O=C(CN1CCN(C(=O)C2CCCO2)CC1)Nc1ccc(Cl)c(Cl)c1 (configuration not stated)	17	0%	-11%	-2%	3%	19%
Cc1cc(C)c2oc(=O)cc(CN3CCCCC3)c2c1	-19	-5%	15%	2%	-4%	12%
CCOC(=O)c1ccc(N=C(c2ccccc2)c2c(O)n(C)c(=O)n(C)c2=O)cc1	9	-11%	1%	-17%	-13%	-16%
CN(C)C(=O)c1cc(C(=O)c2ccccc2C(F)(F)F)c[nH]1	u	u	3%	-9%	-1%	-22%
CC12CN3CN(C1)CC(c1ccccc1)(C3)C2=O	-25	u	0%	-10%	1%	21%
COc1ccc(CCNCc2c(C(=O)O)c(C)n(Cc3c(F)cccc3Cl)c2C)cc1OC	-2	-9%	x	-18%	x	x
C/C(=N\O)C(C)(C)Nc1ccccc1F	32	-2%	-13%	4%	-3%	11%

In the list so far, these contain an aryl thioether with sulfur outside any ring.
Compound	HCMV antiviral	AmpC detergent	AMA1-RON2 inh	Sm TGR block	Giardia FBPA inh	HCV inh
CSc1ccc(NC(=O)Nc2ccc(C(=O)NCC(=O)O)cc2)cc1	0	-3%	-1%	160%[activator]	6%	-1%
Cc1ccc(-c2nnc(SCC(=O)Nc3ccc4c(c3)oc3ccccc34)n2C)c(Cl)c1	-86*	-11%	-4%	-19%	4%	u
CC1CC(=O)Nc2ccccc2N1C(=O)CSc1nnnn1C(C)C (configuration not stated)	-14	u	2%	-4%	x	5%

The list continues.
Compound	HCMV antiviral	AmpC detergent	AMA1-RON2 inh	Sm TGR block	Giardia FBPA inh	HCV inh
COc1ccccc1NC(=O)Cc1csc(NC(=O)c2ccccc2)n1	-69*	2%	-7%	x	-23%	7.1µM*
NC(=S)Nc1cc(Cl)ccc1Cl	-39	-11%	14%	10%	-17%	-3%
CCCN1CCC(NC(=O)Nc2ccc([N+](=O)[O-])cc2)CC1	51	-2%	0%	2%	1%	u
O=C(Nc1c(Br)cc2c(c1Br)Cc1cc([N+](=O)[O-])ccc1-2)C(Cl)Cl	-32	x	-10%	x	x	u
Cc1cc2cc(CN(Cc3ccc4c(c3)OCO4)C(=O)c3cnccn3)c3nnnn3c2cc1C	-11	u	-10%	-13%	7%	u
O=C(Cn1nc(C(F)F)cc1C(F)F)NNC(=S)Nc1ccc([N+](=O)[O-])cc1	22	8%	115%[activator]	5%	9%	3%
Cn1c(SCc2cccc([N+](=O)[O-])c2)nc2ccccc2c1=O	u	-1%	-16%[11.6 µM]	-5%	x	-25%
O=C1OC(c2ccccc2)=C/C1=C/c1cccs1	26	u	u	-34%	3%	50%[activator]

Continued.
Compound	HCMV antiviral	AmpC detergent	AMA1-RON2 inh	Sm TGR block	Giardia FBPA inh	HCV inh
CCc1ccc(C2C(C#N)=C(N)N(N3CCOCC3)C3=C2C(=O)CC(C)(C)C3)s1 (configuration not stated)	u	0%	-9%	-15%	0%	6%
CCN1C(=O)c2ccccc2Sc2ccc(NC(=O)Nc3ccccc3OC)cc21	-12	-3%	x	10%	x	x
Cc1nc(SCC(=O)c2c(N)n(C3CC3)c(=O)[nH]c2=O)[nH]c(=O)c1CCO	-12	6%	-13%	3%	x	13%
CCN(CC)CCN(C(=O)c1ccc2ncsc2c1)c1nc2cc3c(cc2s1)OCO3	166	u	-5%	-7%	-29%	-30%
COc1cc2ccccc2cc1C(=O)N1CCN(C(C)=O)CC1	18	2%	-5%	-1%	x	-10%
Cn1c(-c2cccs2)[n+](C)c2ccccc21	-8	1%	-13%	-28%	-22%	11µM*
CCCC(=O)Nc1nnc(CC(=O)N2CCCC2)s1	24	7%	u	7%	-4%	8%
CCOC(=O)C(C)Sc1ncc(-c2ccccc2)cn1 (configuration not stated)	u	u	16%	2%	4%	13%

Next section
Compound	HCMV antiviral	AmpC detergent	AMA1-RON2 inh	Sm TGR block	Giardia FBPA inh	HCV inh
CCNNC(=O)C(O)(c1cccc(C)c1)c1cccc(C)c1	u	-6%	0%	-14%	6%	12%
O=C(c1cc(-c2cccnc2)nc2ccccc12)N1CCN(S(=O)(=O)c2cccs2)CC1	0	-7%	14%	-5%	x	-5%
CCN=c1scc(-c2ccc3c(c2)NC(=O)CO3)n1N=C1CCCC1	-77*	-13%	7%&-22%	-7%	-20%	16µM*
CCS(=O)(=O)N1N=C(c2ccc(C)cc2)CC1c1cc2ccc(OC)cc2nc1Cl (configuration not stated)	-1	-12%	x	7%	x	x
CC1=CC(C)=Nc2ccc(C)cc2N1	14&90	-3%&6%	-2%&-4%	0%&4%	u	2%&10%
O=C(COc1cccc2ccccc12)NNC(=O)c1cnccn1	17	-3%	104%[activator]	0%	21%	-7%
COc1ccc(OC)c(N(CC(=O)Nc2cccnc2)S(=O)(=O)c2ccc(OC)c(OC)c2)c1	-35	-10%	-3%	-1%	9%	-4%&-11%
CCn1c(C)nc2cc(C(=O)NN=C(C)c3ccc(C#N)cc3)ccc21	u	x	34%[activator]	x	x	-7%

(listing goes on)
Compound	HCMV antiviral	AmpC detergent	AMA1-RON2 inh	Sm TGR block	Giardia FBPA inh	HCV inh
OC(CNCc1ccccc1)(c1ccccc1)c1ccccc1	-31	-13%	-1%	11%	10%	0%
O=C(CC1CCCCC1)NCc1ccccc1	53	9%	-5%	5%	2%	0%
CCN(CC)c1ccc2cc(-c3nc4ccccc4n3C)c(=O)oc2c1	-79*	-13%	37%[activator]	-10%	-18%	u
CCOc1ccc(S(=O)(=O)N2CCCC(C(=O)NCc3cccnc3)C2)cc1 (configuration not stated)	-10	2%	14%	u	1%	-4%
Cc1ccc(S(=O)(=O)N2CCCCC2)cc1NC(=O)C1CCC1	44	u	17%	-24%	x	-3%
CCCCS(=O)CC(COC)OC(=O)c1ccccc1 (configuration not stated)	41	1%	0%	1%	4%	6%
Cc1ccc(C)c(N2CCN(C(=O)CCc3nnc4n(C)c(=O)c5ccccc5n34)CC2)c1	19	18%	x	3%	x	x
CCOc1ccc(NC(=O)c2sc(NC(C)=O)c(C(=O)OC)c2C)cc1	45	0%	3%	14%	3%	-13%

Next records follow:
Compound	HCMV antiviral	AmpC detergent	AMA1-RON2 inh	Sm TGR block	Giardia FBPA inh	HCV inh
O=C(Nc1cccc(Cl)c1)c1cc(-c2ccc3c(c2)OCCO3)on1	7	-6%	x	-5%	x	x
O=C(Nc1cccc(S(=O)(=O)N2CCCCCC2)c1)C1=COCCO1	-31	-11%	0%	-1%	x	u
COc1ccc(NS(=O)(=O)c2csc(C(=O)N3CCCC3)c2)cc1	-25	-6%	0%	-10%	0%	-13%
CC(=O)NS(=O)(=O)c1ccc(NC(=O)c2cc3c(=O)n4ccccc4nc3s2)cc1	-33	u	-13%	-1%	-3%	15%
Cc1ccccc1C(=O)c1cccn1CC(=O)NC1CCCC(C)C1C (configuration not stated)	-8	1%	2%	-1%	10%	u
O=C(Nc1cccc(-c2cn3ccccc3n2)c1)c1ccccc1	36	-13%	-24%	0%	-7%	-20%
COc1ccc(-n2nc(C(=O)NCC(=O)N3CCN(C)CC3)c3ccccc3c2=O)cc1OC	62	1%	-7%	-22%	-2%	20%
